p53ts 39C tox – cytotoxicity in p53ts cells at nonpermissive temperature. H1299-p53A138V viability at 39C, ATP luminescence, 24 h. hit rate 1.5% among 130,000. Potency, µM (series often up to 46.1 µM), for the others: at the top dose activity change, negative = cell killing, actives largely listed as cytotoxic; further: nearly all actives have a fitted effect of over 55% in size
IkB sig inh – inhibitors of IkB signaling in ABC-DLBCL cells | ABC-DLBCL IkBa-CBG/CBR dual luciferase ratio, 4 h; response scale: scaled: untreated 0%, proteasome inhibitor 100% | Potency, µM (series often up to 57.1 µM), without a hit: at the top dose IkBa stabilization activation | hit rate 0.04% among 110,000; active means well fitted curve in the direction sought with a large enough effect in the signal ratio, not every such curve was filed as active; inconclusive means small, poorly fitted or top-dose-only effect, or a change in a side signal; the % refers to the signal ratio;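 further: the direction sought is a rising ratio; 0% = basal untreated cells and 100% = reference inhibitor full response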
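Luminescence ratio of IκBα-fused green versus native red beetle luciferase in OCI-Ly3 cells, 4 h post-doxycycline with compound; red signal alone, scaled from basal (0%) to zero light (-100%), flagged nonspecific or cytotoxic effects.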
Peg3 imprint – induces erasure of genomic imprints in mouse ES cells; mouse ES Peg3-LacZ reporter, beta-gal luminescence, 40 h; Potency, µM (highest dose often 60.7 µM), for inactives: at the highest dose activity change, positive = activation, actives largely listed as activators; hit rate 0.02% among 110,000; AID 1948;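 further: 0% = negative control wells on the plate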
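Gelatin-coated wells received 300 freshly trypsinized female ES cells with a Peg3LacZ-Neo reporter on the maternal allele, then incubated 40 hours at 37C. BetaGlo was added for 5 minutes at room temperature before a single luminescence read.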
p53ts 32C tox – cytotoxicity in p53ts cells at permissive temperature | H1299-p53A138V at 32C, ATP luminescence viability, 24 h | Potency, µM (highest dose often 46.1 µM), for inactives: at the highest dose activity change, negative = cytotoxicity, most hits filed as cytotoxic | hit rate 0.93% among 130,000;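 further: 0% = DMSO and -100% = full killing by reference compound; nearly all actives have a fitted effect of over 55% in size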
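Viability by ATPlite luminescence after 24 h compound treatment (up to 46 uM) at the permissive 32C. Cells are H1299 carrying p53 A138V. Scale runs from DMSO basal to 100 uM tamoxifen as full kill; AC50 from Hill fits.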
* = called active by the depositor; ? = inconclusive; nt = not tested or not shown; [ ] = remark or other dose. Unless noted, the call rests on the fitted dose curve; in most records, active means well fitted curve in the direction sought with a large enough effect; inconclusive means small, poorly fitted or top-dose-only effect, or another doubt; inactive means no such curve, though single readings can be large; an effect the other way counts as inactive or inconclusive. Unless noted, on the % scale 0 is the no-effect control and ±100 the full control effect; potency means the concentration at half of the fitted maximal effect.

SMILES	p53ts 39C tox	IkB sig inh	Peg3 imprint	p53ts 32C tox
CCN(CC)Cc1cc(CC(C(N)=O)C(N)=O)ccc1OC	3%	-2.1%	-8%	5%
COc1cc(NC(=O)CC(c2ccc(C)cc2)N2Cc3ccccc3C2=O)cc(OC)c1 (stereo not drawn)	33%[activator]	?	12%[10.9 µM]	4%
Cc1nc2ccccc2cc1C(=O)NCc1ccco1	-7%	7.1%	-13%	-12%
CCCCCCCC1=Cc2ccccc2C(CC(C)=O)N1C(=O)OC (stereo not drawn)	4%[9.22 µM]	nt	nt	3%[9.22 µM]
COC(=O)c1cccc(NC(=O)CN(c2ccc3c(c2)OCO3)S(C)(=O)=O)c1C	6%	-0.3%	-9%	-7%
Cc1cc(C)cc(NS(=O)(=O)c2ccc3[nH]cc(C(=O)N4CCCC4)c(=O)c3c2)c1	3%	2.3%	19%[10.9 µM]	5%
O=C(NCC(c1cccnc1)N1CCc2ccccc2C1)C(=O)Nc1cccc(Cl)c1 (stereo not drawn)	-21%	-0.1%	11%[10.9 µM]	-5%
CC(C)n1c(SCC(=O)N2CCCc3ccccc32)nc2c1c(=O)n(C)c(=O)n2C	5%	-0.4%	-1%	-5%
Cc1cc(C)cc(NC(=O)c2ccc(Cn3nc(C)c(Cl)c3C)o2)c1	-1%	nt	nt	-3%
CCS(=O)(=O)c1c(Nc2cc(C)ccc2C)sc(C(=O)c2ccccc2)c1N	-17%	?	-1%[10.9 µM]	9%
CCOC(=O)N1CCC(NC(=O)Cc2ccc(-n3c(=O)[nH]c4ccccc4c3=O)cc2)CC1	-6%	0.2%	-2%	2%
COc1cn(CC(=O)Nc2ccc(C)cc2C)c(CN2CCCCC2)cc1=O	2%	-1.0%	-8%[10.9 µM]	14%
Cc1ccc(C(=O)C2CCN(CC(=O)Nc3ccc(N(C)C)cc3)CC2)cc1	-13%	3.9%	-6%	1%
CCOC(=O)c1cnc2ccc(C(=O)OC)cc2c1Nc1ccccc1CC	?	?	-17%[10.9 µM]	13%
Cc1ccccc1NC(=O)CSc1nc(N)c(C#N)c(-c2cccs2)c1C#N	6%	2.1%	-10%	-5%
CC(C)=CCC/C(C)=C/CO/N=C1/C[C@@H](O)[C@@H](O)[C@@H]2[C@@H]3C(=O)N(C(C)(C)C)C(=O)[C@H]3CC[C@H]12	-2%[9.22 µM]	nt	nt	9%[9.22 µM]
Cc1nn2c(N)c(C#N)cnc2c1-c1ccccc1	-11%	nt	nt	-11%
Cc1ccc(S(=O)(=O)N(C)CC(=O)Nc2nc3ccccc3s2)cc1	-9%	?	-24%	1%
NC(=O)c1sc2nc3c(c(-c4cccnc4)c2c1N)CCC3	28%	nt	nt	8%
COc1ccc(-n2nnnc2SCC(=O)NCCc2ccc(OC)c(OC)c2)cc1	3%	-0.1%	-9%	0%
CCCn1c(-c2ccc(F)cc2)nc2c(NCCCCN3CCCC3)nc(C)nc21	-3%	nt	-14%	1%
CCSc1nc(-c2ccc(OC)cc2)nc2c1Cc1c(CO)cnc(C)c1O2	2%	0.3%	29%[10.9 µM]	5%
CCOC(=O)C1CCCN(CC(=O)Nc2c(F)c(F)c(F)c(F)c2F)C1 (stereo not drawn)	-9%	2.0%	-15%	-1%
CN(C)c1ncc2nc(-c3cc(F)cc(F)c3)c(=O)n(CCC#N)c2n1	-1%	0.9%[11.4 µM]	4%	0%
CCCCn1c(CCCNC(=O)CC)nc2ccccc21	6%	3.3%	-12%	4%
SMILES	p53ts 39C tox	IkB sig inh	Peg3 imprint	p53ts 32C tox
COc1cccc(C(=O)NCCc2sc(-c3cccc(C)c3)nc2C)c1	-27%	-1.3%	-10%[10.9 µM]	-4%
Cc1ccccc1N1CCN(S(=O)(=O)c2nnc(NC(=O)c3ccc(C(C)C)cc3)s2)CC1	8%	?	-10%[10.9 µM]	-5%
COc1cc(OC)c2c(=O)c(O)c(-c3ccc(OC)c(OC)c3)oc2c1	?	nt	?	-28%
S=c1[nH]nc(COc2ccc3ccccc3c2)o1	-23%	nt	nt	-29%
CC1=C(/C=C/C(C)=C/C=C/C(C)=C/C=C/C=C(C)/C=C/C=C(C)/C=C/C(=O)[C@]2(C)CC(O)CC2(C)C)C(C)(C)CC(O)C1 (stereo partly drawn)	-3%	nt	4%	3%
CCOC(=O)/C(C#N)=C/c1ccc(-c2ccc(Br)cc2)o1	39%[activator]	2.7%	-10%[10.9 µM]	-10%
C/C=C(\C)CN1CCN(c2cc(C)ccc2C)CC1	3%	2.5%	-16%	-4%
Nn1c(SC/C=C/c2ccccc2)nnc1-c1ccccn1	-5%	0.3%	-22%	-9%
O=c1c2ccccc2nc(CSc2nnnn2-c2ccccc2)n1-c1ccccc1	-2%	-0.2%	-3%	-13%
COCCNc1ncnc2ccc(-c3ccc(N(C)C)cc3)cc12	-16%	-2.3%[11.4 µM]	-12%	-16%
Cc1cc(C)c(S(=O)(=O)Nc2cccc3nsnc23)c(C)c1	-6%	1.0%	-8%	34%[activator]
O=C(CCc1nc(-c2cccs2)no1)Nc1cccc([N+](=O)[O-])c1	16%	?	-11%[10.9 µM]	-5%
Cc1ccc2nc(N3CCN(C(=O)C4CC4)CC3)sc2c1	?	-2.6%	-13%[10.9 µM]	-9%
Cc1cccc(N(CC(O)Cn2c3ccccc3c3ccccc32)S(=O)(=O)c2ccc(F)cc2)c1 (stereo not drawn)	?	?	12%[10.9 µM]	20%
Cc1ccc(C(=O)CCNc2ccc(Br)cc2)o1	-9%	0.5%	-11%	-5%
CCn1c(=O)c(=O)n(CC)c2cc(S(=O)(=O)Nc3cccc(OC)c3)ccc21	5%	2.2%	8%	3%
COc1cc(CN(C(=O)c2ccccc2[N+](=O)[O-])c2ccccn2)cc(OC)c1OC	11%	-0.7%	7%[10.9 µM]	-2%
Cc1cc(C)n(-c2ccc(C(=O)Nc3ccccc3N3CCOCC3)cc2)n1	-11%	-2.2%	-18%	-2%
CC1CCN(CC(=O)Nc2sc3c(c2C#N)CCC3)CC1	-9%	-1.2%	8%	5%
Cc1ccc(-c2cc3nc(C)cc(NCc4ccco4)n3n2)cc1	?	?	-48%[inhibitor]	?
Cc1nc2nc(SCc3c(F)cccc3Cl)nn2c(C)c1Cc1ccccc1	-30%	2.5%	-16%[10.9 µM]	5%
CC(O)c1nc2ccccc2n1CCOc1ccccc1 (stereo not drawn)	20%	nt	nt	11%
CCOc1ccc(S(=O)(=O)Nc2cccc(-c3ccc(OCC)nn3)c2)cc1	-26%	?	-4%[10.9 µM]	-3%
CCc1ccc2c(c1)[C@]1(C(=O)N2)[C@@H]2C(=O)N(Cc3ccccc3)C(=O)[C@@H]2[C@@H]2CCCN21	11%	1.1%	-13%	13%
Cc1cc(=O)c2ccccc2[nH]1	-1%	-0.5%	-9%	-2%

Some of these compounds in order of SMILES length, falling.
SMILES	p53ts 39C tox	IkB sig inh	Peg3 imprint	p53ts 32C tox
CCc1ccc2c(c1)[C@]1(C(=O)N2)[C@@H]2C(=O)N(Cc3ccccc3)C(=O)[C@@H]2[C@@H]2CCCN21	11%	1.1%	-13%	13%
Cc1cccc(N(CC(O)Cn2c3ccccc3c3ccccc32)S(=O)(=O)c2ccc(F)cc2)c1 (stereo not drawn)	?	?	12%[10.9 µM]	20%
Cc1ccccc1N1CCN(S(=O)(=O)c2nnc(NC(=O)c3ccc(C(C)C)cc3)s2)CC1	8%	?	-10%[10.9 µM]	-5%
COc1cc(CN(C(=O)c2ccccc2[N+](=O)[O-])c2ccccn2)cc(OC)c1OC	11%	-0.7%	7%[10.9 µM]	-2%
CCn1c(=O)c(=O)n(CC)c2cc(S(=O)(=O)Nc3cccc(OC)c3)ccc21	5%	2.2%	8%	3%
Cc1cc(C)n(-c2ccc(C(=O)Nc3ccccc3N3CCOCC3)cc2)n1	-11%	-2.2%	-18%	-2%
Cc1nc2nc(SCc3c(F)cccc3Cl)nn2c(C)c1Cc1ccccc1	-30%	2.5%	-16%[10.9 µM]	5%
COc1cccc(C(=O)NCCc2sc(-c3cccc(C)c3)nc2C)c1	-27%	-1.3%	-10%[10.9 µM]	-4%
Cc1ccc(-c2cc3nc(C)cc(NCc4ccco4)n3n2)cc1	?	?	-48%[inhibitor]	?
COCCNc1ncnc2ccc(-c3ccc(N(C)C)cc3)cc12	-16%	-2.3%[11.4 µM]	-12%	-16%
Cc1ccc2nc(N3CCN(C(=O)C4CC4)CC3)sc2c1	?	-2.6%	-13%[10.9 µM]	-9%
CC1CCN(CC(=O)Nc2sc3c(c2C#N)CCC3)CC1	-9%	-1.2%	8%	5%
C/C=C(\C)CN1CCN(c2cc(C)ccc2C)CC1	3%	2.5%	-16%	-4%
CC(O)c1nc2ccccc2n1CCOc1ccccc1 (stereo not drawn)	20%	nt	nt	11%
Cc1cc(=O)c2ccccc2[nH]1	-1%	-0.5%	-9%	-2%

Other compounds
SMILES	p53ts 39C tox	IkB sig inh	Peg3 imprint	p53ts 32C tox
CCCC1(C(=O)O)NC(c2cccc(OC)c2O)C2C(=O)N(c3ccccc3)C(=O)C21 (stereo not drawn)	-10%	?	-7%	-11%
CC1CCN(c2nc(-c3ccncc3)nc3ccccc23)CC1	37%[activator]	?	-14%	6%
O=C(CNCC1CCCO1)Nc1ccccc1-n1cccc1 (stereo not drawn)	-5%	-0.7%	-15%	-6%
Cc1ccc(C(c2sc3nc(-c4ccco4)nn3c2O)N2CCCCC2)cc1 (stereo not drawn)	-10%	5.4%	-1%[10.9 µM]	-1%
CCOc1ccccc1NC(=O)c1ccc(F)c(S(=O)(=O)NCc2ccc3c(c2)OCO3)c1	-23%	?	-10%[10.9 µM]	2%
CCc1ccc(NC(=O)CSc2nc(-c3ccccc3Cl)nc3c2Cc2c(CO)cnc(C)c2O3)cc1	-15%	-1.2%	-13%[10.9 µM]	0%
COCCNCC(=O)NC12CC3CC(CC(C3)C1)C2	-12%	4.6%	-11%	4%
COc1cc(N=c2ssnc2Cl)cc(OC)c1OC	8%	?	-45%[inhibitor]	-3%
N#Cc1nc(-c2ccco2)oc1N1CCN(c2ccccc2)CC1	4%	1.6%	3%	2%
CC(C)(C)C1CCc2onc(C(=O)Nc3cccnc3)c2C1 (stereo not drawn)	?	?	-12%	-18%
COC(=O)CCC(=O)Nc1sc2c(c1C#N)CCCC2	0%	15%	-13%	-1%
COc1ccc(/C=C/C(=O)OCC(=O)Nc2ccc(OC)c(S(=O)(=O)N3CCCCC3)c2)cc1	3%	nt	nt	-10%
COC(=O)C1=C(C)OC(N)=C(C#N)C1c1ccccc1F (stereo not drawn)	-5%	9.4%	-13%	9%
Cc1ccc2nc(-c3sc4nc(C)ccc4c3N)[nH]c2c1	10µM*	nt	nt	13µM*
COc1ccc(Cn2c(=O)c3oc4ccccc4c3n(Cc3cccc(C(F)(F)F)c3)c2=O)cc1	5%	-1.0%	-9%[10.9 µM]	0%
Cn1c(=O)oc2cc(S(=O)(=O)N3CCN(Cc4ccc5c(c4)OCO5)CC3)ccc21	-3%	2.7%	-8%	0%
Cc1cccc(C(=O)Nc2ccccc2-c2nc(-c3ccccc3)no2)c1	8%	-0.5%	-10%[10.9 µM]	1%
Cc1ccc(C(=O)CS(C)(=O)=O)cc1	13%	0.1%	5%	-4%
COc1ccc(-c2nc(SC)n(C)c(=O)c2C#N)cc1OC	-24%	-2.1%	13%	-2%
NC(=S)N=Nc1c(O)n(Cc2ccc(Br)cc2)c2ccccc12	-29%	nt	nt	?
COc1ccccc1OCCn1cc(C(=O)c2ccco2)c2ccccc21	-8%	?	-19%	15%
O=C1Cn2c(nc3ccccc32)N1c1ccccc1F	0%	-2.4%	13%	2%
Cc1nn(C(=O)COc2ccccc2)c(C)c1Sc1ccccc1	0%	?	21%[10.9 µM]	12%
Cn1c(=O)c2c(-c3ccccc3)n(CCCN3CCOCC3)cc2n(C)c1=O	3%	0.0%	-9%	5%
NC(=O)C1(N2CCCCC2)CCN(C(=O)c2cccs2)CC1	-5%	0.5%	-2%	-7%
Cc1ccc(C)c(OCC(O)CN2CCC(C)CC2)c1C (stereo not drawn)	-7%	0.2%	-12%	-3%
CCSc1nc(-c2ccc(OC)cc2)ccc1C#N	-8%	1.5%	nt	-9%
COC(=O)c1ccc(NC(=O)CCCC(=O)OCC(=O)c2ccc(Cl)cc2)cc1	15%	?	10%[10.9 µM]	4%
Cc1ccc(S(=O)(=O)N2CCCC2C(=O)OCc2nc3ccccc3s2)cc1 (stereo not drawn)	-8%	3.8%	-12%	0%

Bioassay records from PubChem BioAssay.
